LMPTP inh: LMPTP (human) inhibition. 360,000 compounds, 0.22% hits. recombinant LMPTP-A, OMFP fluorogenic substrate, fluorescence intensity. inhibition, % at 20 µM. P24666;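 active = compounds that cut the enzyme signal by at least half of the control window in the single-dose screen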;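 also: plate controls were DMSO wells with enzyme plus substrate for no effect and substrate without enzyme for full effect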
Target sequence (P24666 whole entry, looked up): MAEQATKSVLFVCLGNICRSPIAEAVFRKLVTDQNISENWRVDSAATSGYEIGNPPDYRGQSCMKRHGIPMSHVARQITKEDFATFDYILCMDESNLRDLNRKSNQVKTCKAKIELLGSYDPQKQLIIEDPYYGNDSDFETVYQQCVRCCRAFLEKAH
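Test system – LMPTP-A enzyme · Amount – LMPTP-A at 0.625 nM final in the reaction · Buffer or medium – Bis-Tris pH 6.0, DTT, detergent · Reagent – OMFP 400 µM · Doses – single 20 µM dose · Schedule – reaction 50 min, room temperature, dark · Detection – fluorescence intensity of OMFP turnover product · Evaluation – percent inhibition versus substrate-only and uninhibited controls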
Neddylation inh: blocks human cullin neddylation; P61081+Q13564; calls only at 25 µM; 360,000 compounds, 0.58% hits; TR-FRET cullin neddylation, biochemical; in the data active = inhibition above about 36%
NadD inh: blocks S. aureus nicotinate mononucleotide adenylyltransferase; inhibition, % at 20 µM; purified NadD enzyme, colorimetric absorbance read-out; 360,000 compounds, 0.78% hits; in the data active = inhibition above about 26%; also: some compounds past the cut are filed as inactive
SUMO1 PPI mod: SUMO1-SIM interaction modulation | P63165 | SUMO1 binding to a labelled peptide, TR-FRET, 1 h | inhibition, % at 20 µM | 360,000 compounds, 0.33% hits | AID 602429; in the data active = inhibition above about 37%
Target sequence (P63165 whole entry, looked up): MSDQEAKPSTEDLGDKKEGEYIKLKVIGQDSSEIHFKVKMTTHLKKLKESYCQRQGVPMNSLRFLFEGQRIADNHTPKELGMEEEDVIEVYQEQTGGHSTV
DNMT1 block: DNMT1 (human) enzyme inhibition | DNMT1 molecular beacon, Hinp1I cleavage, fluorescence | inhibition (reported as % activation of signal), % at 10 µM | 360,000 compounds, 0.83% hits | AID 588458; in the data active = inhibition above about 50%
TbMetRS inhib: blocks T. brucei methionyl-tRNA synthetase activity | 360,000 compounds, 0.4% hits | inhibition, % at 11.9 µM | purified T. brucei MetRS, ATP depletion, Kinase-Glo luminescence | AID 624268;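 active = inhibition above a per-plate cutoff of the control wells' mean inhibition plus 3 SD, cut at about 5.5% in these data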;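 also: 0% = DMSO wells median and 100% = median of wells with control inhibitor compound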
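technique = Kinase-Glo luminescence, ATP depletion format | system = purified MetRS (methionyl-tRNA synthetase) enzyme from Trypanosoma brucei | timing = 15 min preincubation, 2 h reaction, all 25 °C | evaluation = percent inhibition versus plate control medians | dosing = single dose, 11.9 µM final nominal, 0.9% final DMSO | also added = substrates ATP, L-methionine and bulk Escherichia coli tRNA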
SKN-1 block: inhibitors of C. elegans SKN-1; C. elegans VP596 Pgst-4::GFP/RFP ratio, acrylamide-induced, 24 h; 360,000 compounds, 0.49% hits; inhibition, % at 21.8 µM;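 active = interference check ratio from 0.5 to 1.5 plus GFP to RFP signal ratio inhibition reaching or exceeding a fixed threshold, cut at about 30% in these data, passing the limit was not always enough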; also: some compounds called inactive have numbers as strong as hits
CendR NRP1 mod: NRP-1/CendR interaction modulation; FAM-RPARPAR peptide binding to NRP-1, fluorescence polarization; O14786; inhibition, % at 25 µM; 360,000 compounds, 0.85% hits;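 active = inhibition or corrected inhibition above about 18%, plus a signal ratio from 0.5 to 1.5, limit read from the data, passing the limit was not always enough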; also: strong numbers were not always called active
Scp1 inh: Scp-1 (human) phosphatase inhibition; inhibition, % at 20 µM; 340,000 compounds, 0.88% hits; Q9GZU7; Recombinant Scp1, phosphopeptide, malachite green phosphate absorbance;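 active = inhibition above about 50% at 20 µM, limit read from the data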;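 also: plate controls were DMSO wells with enzyme for no effect and wells lacking enzyme for full effect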
Target sequence (Q9GZU7 76-261 limits assumed): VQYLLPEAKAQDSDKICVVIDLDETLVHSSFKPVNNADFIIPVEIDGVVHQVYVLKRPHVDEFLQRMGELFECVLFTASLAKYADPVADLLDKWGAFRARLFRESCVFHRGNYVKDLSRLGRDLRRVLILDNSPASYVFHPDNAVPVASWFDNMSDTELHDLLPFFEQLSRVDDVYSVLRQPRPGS
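Material – SCP-1 phosphatase catalytic domain, residues 76-261 · Buffer or medium – Acidic Tris acetate buffer with magnesium and detergent · Also added – Phospho 17-mer peptide substrate · Compound – single 20 µM dose, 1% DMSO · Times – 45 min room-temperature reaction, 5 min colour, 30 min stabiliser · Technique – Phosphate-binding colour reagent, absorbance read at 630 nm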
STEP block: blocks human striatal-enriched tyrosine phosphatase | recombinant STEP, OMFP fluorogenic substrate, fluorescence | 360,000 compounds, 0.25% hits | P54829 | inhibition, % at 20 µM;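 active = inhibition at 20 µM, scaled per plate between control wells, above about 37%, limit read from the data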;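 also: 0% = DMSO with enzyme and substrate and 100% = substrate only without enzyme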
Target sequence (P54829 whole entry, looked up): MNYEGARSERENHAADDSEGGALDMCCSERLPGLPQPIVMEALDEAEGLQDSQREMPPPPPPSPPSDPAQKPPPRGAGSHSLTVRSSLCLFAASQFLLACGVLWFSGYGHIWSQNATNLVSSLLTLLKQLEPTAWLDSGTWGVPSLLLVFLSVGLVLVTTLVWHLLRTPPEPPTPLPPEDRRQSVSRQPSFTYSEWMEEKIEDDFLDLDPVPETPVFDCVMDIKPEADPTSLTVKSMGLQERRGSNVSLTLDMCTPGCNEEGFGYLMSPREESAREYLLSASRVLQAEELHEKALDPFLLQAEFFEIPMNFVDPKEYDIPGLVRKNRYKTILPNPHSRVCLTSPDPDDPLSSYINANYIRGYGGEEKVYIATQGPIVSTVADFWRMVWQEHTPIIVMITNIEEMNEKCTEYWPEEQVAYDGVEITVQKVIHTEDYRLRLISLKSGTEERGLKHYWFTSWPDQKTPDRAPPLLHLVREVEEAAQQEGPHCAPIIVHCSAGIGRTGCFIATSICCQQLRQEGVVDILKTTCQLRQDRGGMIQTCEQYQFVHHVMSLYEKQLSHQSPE
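material = STEP tyrosine phosphatase | reagent = fluorogenic phosphatase substrate OMFP at 25 µM final | doses = single compound dose of 20 µM, 1% DMSO final | schedule = 20 min reaction, room temperature, in the dark | measured by = fluorescence, 480/540 nm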
Starred values were filed as active, the others as inactive; i = inactive; / = no result given; + = active, no number.

| LMPTP inh | SKN-1 block | CendR NRP1 mod | SUMO1 PPI mod | STEP block | Scp1 inh | DNMT1 block | TbMetRS inhib | compound | Neddylation inh | NadD inh |
| --- | --- | --- | --- | --- | --- | --- | --- | --- | --- | --- |
| -0.5 | 8 | 6 | -4 | -2 | -9 | 0 | -0.9 | CCOC(=O)N1CCN(C(=O)c2ccc3nc(C)sc3c2)CC1 | i | -4 |
| 4.5 | -12 | 2 | -2 | 5 | 52* | 3 | -0.2 | CC(C)CN(CC(C)C)S(=O)(=O)c1cc([N+](=O)[O-])ccc1N1CCCCCC1 | i | 21 |
| -0.6 | 1 | -3 | 4 | -4 | 2 | 0 | 0.0 | CC1CCCCC1NS(=O)(=O)CCNC(=O)c1ccc2c(c1)OCO2 (stereo unspecified) | i | 1 |
| -0.9 | 0 | -9 | -3 | 1 | -5 | 4 | -0.4 | COc1ccc(C2C(C(=O)N3CCOCC3)CCC(=O)N2c2ccc(OC)cc2)cc1 (stereo unspecified) | i | 0 |
| -0.1 | 16 | 2 | -2 | -2 | -6 | 30 | -0.2 | CCSc1nc2c([nH]c3ccccc32)c(=O)n1C | i | 7 |
| 0.4 | -23 | 6 | 0 | 0 | 3 | -2 | -0.9 | CCCNC(=O)Cn1cnc2sc(C(=O)Nc3cc(OC)c(OC)c(OC)c3)c(C)c2c1=O | i | -5 |
| 0.1 | 14 | 1 | 8 | -3 | -10 | -1 | -0.9 | CCOc1ccccc1NC(=O)c1ccc(CN2CCc3ccccc3C2)cc1 | i | -5 |
| 1.6 | -4 | 0 | -5 | -2 | -2 | -2 | -0.4 | O=C(CN1c2cccc3cccc(c23)S1(=O)=O)N1CCOCC1 | + | -4 |
| 2.0 | 11 | 2 | 33 | -3 | 10 | 63* | -0.4 | COc1ccc(-c2csc(Nc3ccc(S(N)(=O)=O)cc3)n2)cc1OC | i | 10 |
| -0.4 | -17 | 2 | -3 | 0 | -1 | 1 | -0.5 | COc1ccccc1N1CCN(S(=O)(=O)c2c(C)[nH]c(=O)[nH]c2=O)CC1 | i | -1 |
| -0.5 | 16 | -84 | -4 | 0 | / | -1 | 0.1 | CC1(C)CC(NCc2ccccc2)=CC(=S)N1 | i | 8 |
| 3.2 | 4 | -25 | 2 | 2 | -4 | 8 | -0.7 | Cc1cc(-c2nn3c(-c4ccccc4)nnc3s2)c2ccccc2n1 | i | 0 |
| -0.5 | -6 | -1 | 2 | 0 | -1 | -1 | 2.7 | CN1CCN(C(=O)C2CC(c3ccc(F)cc3)=NO2)CC1 (stereo unspecified) | i | -2 |
| -0.6 | 15 | 8 | 5 | 4 | 0 | 1 | -0.2 | COc1ccc(-n2cc(-c3ccccc3)c3c(=S)nc[nH]c32)cc1 | i | 8 |
| 2.6 | -7 | -1 | -24 | 3 | 1 | -4 | -1.8 | NC(N)=NC(=O)c1nc(Cl)c(N2CCCCCC2)nc1N | i | 0 |
| 0.2 | 14 | -3 | 1 | -1 | -3 | -2 | 0.4 | CN(C)c1nnnn1-c1ccc(Oc2ccccc2)cc1 | i | 7 |
| 1.8 | -3 | -24 | -4 | -3 | -4 | -10 | -0.5 | Nc1c(C=C2C=CC(=O)C=C2)c(=O)nc2snc(SCc3ccccc3)n12 | i | -3 |
| 1.0 | 4 | -10 | 1 | -2 | -13 | -13 | 0.1 | COC(=O)c1ccccc1NC(=S)N(Cc1ccc2c(c1)OCO2)Cc1cc2cc(C)ccc2[nH]c1=O | i | 20 |
| 1.1 | -8 | 2 | -2 | -1 | -17 | 0 | -1.3 | COc1ccc(CN2C(=O)[C@@H]3C(c4ccc(F)cc4)=NO[C@@H]3C2=O)cc1 | i | -10 |
| 0.7 | 7 | -3 | -1 | / | / | / | -0.6 | CCOC(=O)[C@]12CCCC=C1N(CCC1=CCCCC1)C(=O)[C@H](CC(=O)N1CCCCC1)C2 | i | / |
| 0.9 | 6 | -37 | -37 | 3 | -6 | 5 | 0.1 | COC(=O)C(C)Oc1ccc2c(c1)O/C(=C\c1ccco1)C2=O (stereo unspecified) | i | -4 |
| -0.7 | -10 | 14 | -33 | 3 | -4 | -5 | 0.1 | COc1ccccc1N1CCN(C(=O)c2cc3c(=O)n4ccccc4nc3s2)CC1 | i | 16 |
| 1.0 | 9 | 6 | -5 | -9 | -3 | -3 | -1.4 | COc1cc(OC)c(-c2nc3cnccc3n2C)cc1OC | i | -3 |
| -1.1 | -1 | 5 | 5 | 2 | -5 | 5 | 0.1 | CC(C)c1ccc(NS(=O)(=O)c2cn(C)c(=O)n(C)c2=O)cc1 | i | 2 |
| 1.9 | 10 | -7 | -3 | -3 | -8 | 0 | 0.0 | COc1ccc(-c2cnc(OC(C)(C)C)nc2OC(C)(C)C)cc1OC | i | -4 |
| -0.8 | 2 | 6 | -33 | -4 | 8 | 2 | 0.4 | CSc1nnnc2ccccc12 | i | 0 |
| -0.6 | -2 | 10 | 3 | 2 | -2 | 0 | 0.6 | O=C(C1CCCCC1)N1CCC(c2nc3ccccc3[nH]2)CC1 | i | -3 |
| -0.9 | -1 | 10 | -3 | -1 | -7 | 2 | -0.5 | CCc1nnc(NC(=O)[C@@H](NC(=O)c2cccc(C)c2)C(C)C)s1 | i | -6 |
| 0.1 | -19 | -4 | -2 | 4 | -2 | -7 | -0.7 | Cc1ccc(S(=O)(=O)Nc2ccc3c(c2)nc(CN2CCCC2)n3C)cc1 | i | 7 |
| 0.0 | -10 | 3 | 0 | -1 | -2 | -1 | -0.8 | O=C1C(=O)N(CCN2CCOCC2)C(c2cccc(Cl)c2)/C1=C(/O)c1ccc2c(c1)OCO2 (stereo unspecified) | i | 5 |

Whole records, quoted from the list. Values in the order: LMPTP inh | SKN-1 block | CendR NRP1 mod | SUMO1 PPI mod | STEP block | Scp1 inh | DNMT1 block | TbMetRS inhib | Neddylation inh | NadD inh
COc1ccc(-c2cnc(OC(C)(C)C)nc2OC(C)(C)C)cc1OC in the list: 1.9 | 10 | -7 | -3 | -3 | -8 | 0 | 0.0 | i | -4
COc1ccc(C2C(C(=O)N3CCOCC3)CCC(=O)N2c2ccc(OC)cc2)cc1 (stereo unspecified) in the list: -0.9 | 0 | -9 | -3 | 1 | -5 | 4 | -0.4 | i | 0
CCSc1nc2c([nH]c3ccccc32)c(=O)n1C in the list: -0.1 | 16 | 2 | -2 | -2 | -6 | 30 | -0.2 | i | 7

The list continues.
| LMPTP inh | SKN-1 block | CendR NRP1 mod | SUMO1 PPI mod | STEP block | Scp1 inh | DNMT1 block | TbMetRS inhib | compound | Neddylation inh | NadD inh |
| --- | --- | --- | --- | --- | --- | --- | --- | --- | --- | --- |
| -0.3 | 5 | -3 | -14 | 3 | -2 | -1 | 0.1 | Cc1ccc(NCN2C(=O)C(=O)c3ccccc32)nc1 | i | 3 |
| 0.8 | 0 | -8 | -10 | -2 | 22 | 10 | -0.7 | C=CCc1cc(/C=C2/NC(=O)N(CC)C2=O)cc(OCC)c1OCc1ccc(C(=O)O)cc1 | i | 2 |
| -0.7 | -12 | -5 | -2 | -1 | -2 | 2 | -1.0 | COc1ccc(-c2nnn(CC(=O)N3CCN(c4ccccc4OC)CC3)n2)cc1OC | i | -1 |
| -2.4 | 4 | 2 | -5 | 0 | 4 | 0 | -0.7 | COc1cc(C2CC(=O)c3cnc(NC(C)=O)nc3C2)cc(OC)c1OC (stereo unspecified) | i | -1 |
| -1.0 | -7 | -18 | 1 | 1 | -6 | 1 | -0.4 | CC(OC(=O)c1ccc2c(=O)n3c(nc2c1)CCC3)C(=O)NC1CCCCC1C (stereo unspecified) | i | 4 |
| 1.3 | 2 | -5 | 2 | 0 | -1 | -1 | -0.5 | C/C(=N\OCC(=O)OCC(=O)NC(=O)c1ccc(OC(F)F)cc1)c1ccc2c(c1)OCO2 | i | -2 |
| 0.9 | -11 | -1 | -18 | 1 | -9 | -3 | -1.3 | COc1cccc(N=c2oc3ccccc3cc2-c2nc3ccccc3[nH]2)c1 | + | -4 |
| -0.4 | 11 | 5 | -8 | 1 | -5 | 38 | 0.3 | Cc1cc(/C=C(\C#N)C(=O)NC2CC2)c(C)[nH]1 | i | 2 |
| -0.3 | 11 | -2 | 10 | 0 | 1 | 0 | -0.5 | COc1cc(OC)c(NC(=O)CCNS(=O)(=O)c2ccc3c(c2)CC(C)N3C(C)=O)cc1Cl (stereo unspecified) | i | 4 |
| 0.2 | -13 | 0 | 4 | 0 | -3 | 1 | -0.3 | O=C(NCc1ccccc1)N1CCn2c(nc3ccccc32)C1 | / | -3 |
| -0.4 | 16 | -1 | 3 | 3 | -6 | 2 | -0.5 | CCCC(=O)Nc1cc(=O)n(C)c(=O)n1C | i | 5 |
| 2.7 | 4 | -22 | -52 | 0 | 51* | -5 | -1.3 | C[n+]1c(/C=C/c2ccc(O)cc2)ccc2ccccc21 | i | 10 |
| -1.7 | -10 | 6 | -1 | 0 | -7 | 8 | 0.6 | O=C(NCCO)C(F)(F)C(F)(F)C(F)(F)OC(F)(C(=O)NCCO)C(F)(F)F (stereo unspecified) | i | 8 |
| -0.5 | 2 | 0 | 0 | 1 | -5 | 3 | 0.6 | Fc1ccccc1Cc1noc(CN(Cc2ccccn2)CC2CCCO2)n1 (stereo unspecified) | i | -3 |
| -2.6 | 12 | -3 | 3 | 2 | -14 | 1 | -1.0 | C=CCn1cccc(C(=O)Nc2ccc(F)cc2)c1=O | i | -6 |
| 0.1 | -4 | 1 | 2 | -1 | 2 | -4 | -1.2 | O=C(Nc1cccc(S(=O)(=O)N2CCOCC2)c1)c1cnccn1 | i | -6 |
| 1.8 | -2 | 9 | -4 | 1 | -3 | -4 | -0.3 | O=C(CCc1ccccn1)N1CCCC(Nc2ccc(F)cc2)C1 (stereo unspecified) | i | 2 |
| -0.4 | -4 | 3 | -1 | 0 | -5 | 1 | -0.4 | CC(NC(=O)C1CCN(S(=O)(=O)c2cccs2)CC1)c1cccc(Cl)c1 (stereo unspecified) | i | -2 |

Reprinted at random: four records from the list, in no set order.
| LMPTP inh | SKN-1 block | CendR NRP1 mod | SUMO1 PPI mod | STEP block | Scp1 inh | DNMT1 block | TbMetRS inhib | compound | Neddylation inh | NadD inh |
| --- | --- | --- | --- | --- | --- | --- | --- | --- | --- | --- |
| 0.1 | -4 | 1 | 2 | -1 | 2 | -4 | -1.2 | O=C(Nc1cccc(S(=O)(=O)N2CCOCC2)c1)c1cnccn1 | i | -6 |
| -0.4 | -4 | 3 | -1 | 0 | -5 | 1 | -0.4 | CC(NC(=O)C1CCN(S(=O)(=O)c2cccs2)CC1)c1cccc(Cl)c1 (stereo unspecified) | i | -2 |
| 1.8 | -2 | 9 | -4 | 1 | -3 | -4 | -0.3 | O=C(CCc1ccccn1)N1CCCC(Nc2ccc(F)cc2)C1 (stereo unspecified) | i | 2 |
| -1.0 | -7 | -18 | 1 | 1 | -6 | 1 | -0.4 | CC(OC(=O)c1ccc2c(=O)n3c(nc2c1)CCC3)C(=O)NC1CCCCC1C (stereo unspecified) | i | 4 |

Assay outcomes (PubChem)
